# Compound activity: PubChem, several laboratories
# PPARg SRC3 recr = agonists of human PPARgamma SRC-3 coactivator recruitment | biochemical PPARgamma/SRC-3 coactivator recruitment assay | hit rate 0.26% among 200,000 | activation, % at 8 µM | P37231; in the data active = activation above about 23%;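 also: 0% = DMSO and 100% = reference agonist; some compounds past the cut are filed as inactive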
# Target sequence (P37231 whole entry, looked up): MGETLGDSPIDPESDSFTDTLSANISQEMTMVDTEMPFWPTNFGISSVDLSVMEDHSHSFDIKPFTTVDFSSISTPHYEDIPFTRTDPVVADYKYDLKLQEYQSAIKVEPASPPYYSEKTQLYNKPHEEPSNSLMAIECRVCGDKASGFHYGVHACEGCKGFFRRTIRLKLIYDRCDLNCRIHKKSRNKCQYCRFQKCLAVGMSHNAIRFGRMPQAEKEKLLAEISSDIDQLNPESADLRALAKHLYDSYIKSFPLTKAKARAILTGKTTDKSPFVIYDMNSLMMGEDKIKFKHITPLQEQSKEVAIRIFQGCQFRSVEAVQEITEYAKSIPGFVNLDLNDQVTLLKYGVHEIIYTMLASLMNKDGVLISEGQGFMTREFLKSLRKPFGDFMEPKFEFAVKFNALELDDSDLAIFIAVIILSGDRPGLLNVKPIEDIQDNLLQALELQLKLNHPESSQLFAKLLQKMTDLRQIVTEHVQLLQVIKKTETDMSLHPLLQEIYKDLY
# PPARg SRC-2 ag = PPARgamma-driven SRC-2 recruitment agonism. hit rate 0.34% among 200,000. PPARgamma LBD-SRC-2 recruitment, biochemical. activation, % at 8 µM. P37231; in the data active = activation above about 22%;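 also: 0% = vehicle and 100% = reference agonist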
# STAT1 inh = reduces IFN-gamma driven STAT1 reporter signal | NIH 3T3 STAT1-luciferase reporter, luminescence | inhibition, % at 5.5 µM | hit rate 0.35% among 200,000 | AID 920;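 active = inhibition above a set limit, the mean inhibition across all tested compounds plus 3 SD, cut at about 34% in these data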;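 also: 0% = IFN-gamma with DMSO and 100% = IFN-gamma with 300 µM nifuroxazide; values of inactives mirror those of a sister screen read the other way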
# STAT3 activator = activators of IL-6 induced STAT3 signaling. AID 871. U3A cells, IL-6 STAT3-luciferase reporter, luminescence; 100% = signal with IL-6 EC80 alone. activation (% of control), % at 5.6 µM. hit rate 0.91% among 190,000;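 active = activation above the screen-wide mean of compound activation plus 3 SD, cut at about 130% in these data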;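 also: 0% = background luminescence of wells with medium and substrate only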
#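 Assay system – human STAT1-deficient U3A cells with stable STAT3-luciferase reporter · Also added – IL-6 (33 ng/mL) · Schedule – compound 1 h, then IL-6 6 h at 37 °C · Technique – reporter luminescence signal · Evaluation – % activation versus median of IL-6-stimulated wells · Benchmarks – IL-6-only wells as 100% reference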
# PPARg SRC1 recr = promotes SRC-1 coactivator recruitment by human PPARgamma. P37231. PPARgamma-SRC-1 coactivator recruitment biochemical assay. hit rate 0.41% among 200,000. activation, % at 8 µM. AID 631; in the data active = activation above about 19%;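 also: 0% = DMSO and 100% = reference agonist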
# ROMK primary = modulates human ROMK potassium channel activity | P48048 | Tet-inducible ROMK, thallium flux fluorescence; actives lie on both sides | B-score at 10 µM | hit rate 2% among 130,000 | AID 1918;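 active = signal ratio slope over the read window, or its plate-corrected B-score, at least 3 SD from the plate mean, either direction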;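 also: B-score of the F/F0 ratio slope over 7 to 12 s after thallium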
# Target sequence (P48048 whole entry, looked up): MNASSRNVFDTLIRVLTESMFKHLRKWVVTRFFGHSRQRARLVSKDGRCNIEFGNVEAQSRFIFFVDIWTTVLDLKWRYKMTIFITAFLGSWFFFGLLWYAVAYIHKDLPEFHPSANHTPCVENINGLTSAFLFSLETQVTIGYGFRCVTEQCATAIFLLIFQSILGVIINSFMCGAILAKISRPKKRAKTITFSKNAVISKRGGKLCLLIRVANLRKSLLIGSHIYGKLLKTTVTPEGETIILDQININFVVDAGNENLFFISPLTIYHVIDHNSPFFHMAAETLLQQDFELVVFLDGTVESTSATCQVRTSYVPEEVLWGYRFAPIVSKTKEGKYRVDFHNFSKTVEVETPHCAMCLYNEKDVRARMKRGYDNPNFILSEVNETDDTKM
# TLR4-MyD88 BLA = TLR4-MyD88 interaction inhibition in cells | HeLa CL3-4 TLR4/MyD88 BLA complementation, FRET ratio | O00206+Q99836 | hit rate 0.18% among 200,000 | inhibition, % at 8.4 µM | AID 861; in the data active = inhibition above about 25%;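 also: 0% = vehicle and 100% = reference inhibitor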
# STAT3 inh = inhibitors of IL-6 induced STAT3 signaling | hit rate 0.89% among 190,000 | U3A cells, IL-6 STAT3-luciferase reporter, luminescence; host cell line lacks STAT1 | AID 862 | inhibition, % at 5.5 µM;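 active = inhibition above the mean inhibition across all screened compounds plus 3 SD, cut at about 44% in these data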;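 also: 0% = DMSO only wells and 100% = 100 µM nifuroxazide control wells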
# SRC2 TRFRET art = flags TR-FRET format artefacts in PPARgamma SRC-2 recruitment agonist screen; TR-FRET artefact counter-screen; hits give high values; TR-FRET ratio at 8 µM; hit rate 0.4% among 200,000; AID 1049; in the data active = TR-FRET ratio above about 2000; also: inactives centre near 1500
# RAM inhibit = blocks the yeast RAM network; S. cerevisiae dse1pr::URA3 reporter, 5-FOA growth OD615, 2 d; analog-sensitive cbk1-as2 kinase mutant strain; inhibition, % at 50 µM; hit rate 1.8% among 190,000;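 active = inhibition above a set limit, 3 SD over mean compound inhibition, cut at about 8.4% in these data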;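 also: 0% = DMSO-only wells with no growth and 100% = 10 µM 1-NA-PP1 full growth; inhibition rescues growth on 5-FOA so higher OD means more RAM inhibition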
# S1P3 antagonist = S1P3 (human) receptor antagonism | hit rate 0.27% among 170,000 | CHO S1P3 NFAT-BLA reporter, FRET fluorescence, antagonist mode | inhibition, % at 4.98 µM;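 active = inhibition above the plate cutoff, the mean inhibition of test wells on that plate plus 3 SD, cut at about 28% in these data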;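 also: cells challenged with S1P at its EC80 of 0.8 µM; blue over green emission ratio from cleaved BLA substrate after 4 h stimulation; 0% = S1P-stimulated wells and 100% = unstimulated DMSO-only wells; some compounds past the cut are filed as inactive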
# * hit, by the source's call; / = no result given.
canonical_smiles	TLR4-MyD88 BLA	STAT3 activator	S1P3 antagonist	STAT1 inh	PPARg SRC1 recr	STAT3 inh	SRC2 TRFRET art	PPARg SRC3 recr	ROMK primary	RAM inhibit	PPARg SRC-2 ag
Clc1cccc(Oc2ncc(CN3CCOCC3)s2)c1	5	102	/	-11	13	8	1584	-1	/	0.1	6
O=C(Nc1ccc([N+](=O)[O-])cc1)Nc1ccc(Cl)cc1F	1	81	2	5	3	28	1550	2	0.57	3.0	-3
Fc1ccc(C2=Nn3c(nnc3-c3n[nH]c4c3CCC4)SC2)cc1	-2	73	4	13	0	33	1357	-1	0.31	1.5	0
Cc1cc(C)c(S(=O)(=O)N(C)CC(N)=O)c(C)c1	14	103	-36	-3	1	0	1468	-10	/	0.8	-5
CCCCC(=O)Nc1nc2c(OC)cc([N+](=O)[O-])cc2s1	12	91	-5	-5	6	18	1524	7	1.5	3.9	-1
Fc1ccc(N2CCN(Cc3cnc(Oc4ccc(Br)cc4)s3)CC2)cc1	-4	97	/	-3	2	3	1611	2	-0.37	0.0	-3
Cc1cc(=O)c2cccc(Br)c2[nH]1	-6	116	/	-5	4	-19	1567	15	/	2.5	11
COC(=O)C1=C(C)N(CCc2cc(OC)c(OC)c(OC)c2)C(=O)N[C@H]1c1ccc(Br)cc1	-10	98	-12	3	5	-1	1500	3	-0.12	3.1	-1
CCOC(=O)C1C(=O)NCC1c1ccccc1 (configuration not stated)	10	97	/	5	-1	9	1249	-5	-0.33	0.3	-1
CC(=O)Nc1cc(C(=O)NCc2ccco2)ccc1Sc1ccc(F)cc1	10	111	8	-6	3	-11	1486	-2	0.38	0.0	-10
CCCCC1CC(/C(C)=N/NC(N)=O)OC1=O (configuration not stated)	-4	94	/	1	8	11	1596	2	/	0.1	10
COc1ccc(O)c(C(=O)/C=C/c2cc3ccccc3o2)c1	4	81	/	-5	-2	29	1405	8	/	/	-4
CC(C)C(NS(=O)(=O)c1ccc2c3c(cccc13)C(=O)N2)C(=O)O (configuration not stated)	-6	111	4	5	5	-8	1532	10	/	/	3
OC1CSc2nc3ccccc3n2C1 (configuration not stated)	3	105	1	5	-3	-1	1555	-4	/	0.0	-4
CC(=O)Nc1cccc(C(=O)/C=C/c2ccc(N(C)C)cc2)c1	4	98	1	1	8	11	1580	7	-3.7*	1.2	8
COc1ccc(C(=O)OC(COc2ccccc2)Cn2ccnc2)cc1 (configuration not stated)	0	106	/	-1	-3	-4	1303	-3	-2.3	0.8	0
O=[N+]([O-])c1cccc(-c2ncc3ccccn23)c1	-4	103	4	-5	4	2	1436	-1	-0.69	-0.6	-2
CC(=O)c1cc(C#N)c(Oc2ccc(F)cc2)nc1C	-6	100	/	-2	6	11	1473	8	/	1.1	1
Cc1ccc(S(=O)(=O)c2c(C)nn(-c3ccccc3)c2OC(=O)c2ccc(Br)o2)cc1	5	83	-3	10	5	22	1857	7	/	1.8	7
Cn1c(=O)c(Oc2ccc(Cl)cc2)c(O)c2ccccc21	6	95	-26	9	1	7	1553	6	-1.4	1.1	6
CCCCNC(=O)NCc1cnn(C)c1C	-4	85	-4	-1	6	20	1585	-1	0.98	0.3	11
Cc1ccc(Nc2cc(-n3cccn3)ncn2)c(C)c1	-14	103	/	-45	0	-4	1514	5	-0.87	0.6	-3
Cc1cc(F)ccc1NC(=O)c1cccnc1	1	102	3	-13	10	5	1534	2	0.52	1.7	-1
COc1ccccc1OCc1nc(-c2cccc([N+](=O)[O-])c2)no1	3	95	-2	-12	-3	12	1743	2	0.31	2.1	0
COc1ccc(NC(C)C(=O)N/N=C/c2ccc([N+](=O)[O-])s2)cc1 (configuration not stated)	-11	103	-4	10	-6	-2	1371	-4	-0.56	-1.0	-8
CS(=O)(=O)c1ncc(CO)n1Cc1ccccc1	19	102	8	-5	-1	6	1454	4	0.11	2.2	1
O=C(CCCN1C(=O)/C(=C/c2cccc(Br)c2)SC1=S)Nc1ccccn1	10	104	/	-3	3	2	1438	3	/	3.0	3
O=C1C=C(c2ccccc2)C(=O)N1Nc1ccccc1	2	104	/	1	3	2	1587	1	-3.6*	-0.7	7
O=C(Nc1ccccc1N1CCOCC1)C1Cc2ccccc2CN1C(=O)c1ccco1 (configuration not stated)	9	119	/	-3	1	-23	1434	-1	-0.034	-0.7	-6
CCOC(=O)c1nnn(-c2nonc2-n2cccc2)c1-c1cccc([N+](=O)[O-])c1	5	101	-9	8	-9	2	1483	-1	1.1	3.8	-3
COc1cc2c(cc1OC)C1=C(C#N)CCC(=NC(=O)c3ccco3)N1CC2	-15	120	-7	1	2	-10	1670	4	0.86	0.4	-1
Oc1ccc(N=Nc2n[nH]c(-c3ccc(Br)cc3)n2)cc1	-14	100	-1	-1	1	-2	1554	2	2	8.8*	-1
CC(C)Cc1nc2oc3c(=O)[nH]cnc3c2c2c1CCC2	4	98	6	-3	-3	5	1611	0	/	3.0	9
CC(C)Cn1c(NCCN(C)C)nc2c1c(=O)[nH]c(=O)n2C	3	100	-11	1	3	6	1527	5	/	0.5	9
CN1C(=O)[C@@H]2[C@@H]3C[C@@H]([C@H]4ON=C(c5ccc(Cl)cc5)[C@@H]34)[C@@H]2C1=O	-4	99	-8	5	4	4	1512	1	/	0.1	11
O=C(NCCCN1CCN(c2ccccc2F)CC1)C1CCN(S(=O)(=O)N2CCOCC2)CC1	0	84	0	15	7	20	1409	-7	0.51	0.4	2
CCC(c1nnc(SCC(=O)Nc2nnc(-c3ccccc3)o2)o1)N(C)C (configuration not stated)	3	92	-6	-6	3	17	1605	9	/	1.9	5
CO/N=C/C(C(C)=O)C(=O)Nc1ccc(Cl)cc1Cl (configuration not stated)	-5	80	1	2	6	28	1450	3	-0.18	2.7	17
CC1CCc2sc(C(=O)Nc3ccc(N4CCOCC4)cc3)cc2C1 (configuration not stated)	-8	89	-3	4	-2	15	1525	5	-0.57	2.5	6
COc1ccccc1/C=N/Nc1nccnc1Cl	-3	98	/	-11	-2	6	1482	-11	/	-0.7	0
CCc1cc2cccc(C)c2nc1SCC(=O)Nc1nonc1C	-4	99	-1	2	3	4	1710	3	-0.031	4.6	3
O=C(NC1CCCc2ccccc21)c1ccc(Cl)nc1 (configuration not stated)	-10	99	/	3	-12	4	1552	-2	0.73	2.8	-5
CCc1n[nH]c2c1/C(=N\O)CC(c1ccccc1)C2 (configuration not stated)	1	65	4	-2	11	44*	1781	2	/	0.4	4
O=C(O)CCC(=O)NCC1OCCc2ccccc21 (configuration not stated)	10	102	11	-4	-2	-1	1548	3	0.0066	-1.2	2
CC1CC2(CC(C)(C(=O)CSc3nc4ccccc4s3)OC2=O)C(=O)O1 (configuration not stated)	10	114	17	-13	3	-13	1534	-4	/	2.6	5
COc1ccc(N2CC(C(=O)N/N=C/c3c[nH]c4ccccc34)CC2=O)cc1 (configuration not stated)	-7	91	2	-1	10	13	1749	3	-0.64	0.5	7
Oc1nc(-c2ccc(Br)cc2)n2ccncc12	0	99	-14	-6	16	6	1341	2	0.38	0.0	-1
O=C(CCCN1C(=O)c2ccccc2C1=O)Nc1ccccn1	1	100	8	-3	-1	4	1519	2	/	2.1	2
Cc1ccc(NS(=O)(=O)c2cc(NC(=O)C(C)Oc3ccccc3)ccc2C)c(C)c1 (configuration not stated)	2	109	-14	-2	0	-11	1381	-1	/	3.6	-4
Cc1cc(C)nc(NC(=O)c2c(C(=O)O)noc2C)n1	-1	100	12	1	0	4	1406	2	/	1.2	-2
COc1ccc(-c2cn3cc(C)ccc3n2)cc1Br	2	81	9	-84	-8	23	1610	2	0.18	-0.5	-5
CC(C)(C)NC(=O)NC(=O)COC(=O)CNC(=O)c1cccc(F)c1	3	95	-16	4	-6	9	1458	-3	-0.72	-0.6	-3
CC(=O)c1cccc(NC(=O)CN(c2cccc(F)c2)S(C)(=O)=O)c1	-5	96	0	6	3	7	1337	8	/	0.1	-2
Cc1cccc(N/C=C(\[N+](=O)[O-])S(=O)(=O)c2ccccc2)c1	2	91	-4	5	4	13	1504	-3	0.37	1.2	-2
CN(C)c1oc(-c2ccccc2F)nc1C#N	-6	87	3	-4	4	21	1462	2	/	1.3	14
Cc1ccc(S(=O)(=O)Nc2cccc(C(=O)Nc3cc(C)ccn3)c2)cc1	2	99	/	0	3	9	1640	5	/	1.8	9
COC(=O)c1cc(-c2cccc(OC)c2)on1	-2	98	-11	2	3	10	1465	2	0.31	-1.8	-2
N#Cc1cnn(CC2CCCCC2)c1N	3	97	11	6	-2	9	1671	-3	-0.42	0.4	3
Cc1ccc(NC2=C([N+](=O)[O-])CS(=O)(=O)C2)cc1	10	103	/	-5	0	3	1311	-2	0.34	1.4	2
Cc1nn(C(=O)c2ccccc2)c2c1C(=O)CC(C)(C)C2	8	98	18	-6	-2	6	1528	8	/	-0.6	8

# Further compounds:
canonical_smiles	TLR4-MyD88 BLA	STAT3 activator	S1P3 antagonist	STAT1 inh	PPARg SRC1 recr	STAT3 inh	SRC2 TRFRET art	PPARg SRC3 recr	ROMK primary	RAM inhibit	PPARg SRC-2 ag
Cc1cccc(N2CCN(CC(=O)Nc3ccc(-n4cnnn4)cc3)CC2)c1C	-5	100	/	0	-6	3	1398	0	/	5.1	-1
CCC(C)[C@H](Nc1nc(-c2ccccc2)nc2c1oc1ccccc12)C(=O)O (some centres not stated)	12	124	/	20	-1	-23	1460	-8	/	2.0	4
COc1cc(CN(C)Cc2nc3cc(C(F)(F)F)ccc3c(=O)[nH]2)ccc1OC(F)F	-15	107	-13	-7	-2	-7	1405	-2	-0.016	2.7	-4
COC(=O)c1ccc(CSc2ncnc3c2nnn3-c2ccc(F)cc2)o1	9	105	-7	3	2	-2	1677	-1	1.1	2.4	-11
O=c1[nH]ncc(N2CCN(C(c3ccccc3)c3ccccc3)CC2)c1Cl	-9	102	1	-2	6	-5	1521	0	-0.45	1.6	7
COc1ccc(CN2CCN(S(=O)(=O)c3ccc(F)cc3)CC2)cc1OC	-3	107	-13	3	0	-6	1473	-2	/	1.9	6
Cc1c(NC(=O)/C(C#N)=C/c2ccc(-c3ccccc3Cl)o2)c(=O)n(-c2ccccc2)n1C	-6	70	-18	-5	1	35	1695	4	/	0.0	3
CCOC(=O)C1C(=O)CC(C)(O)C(C(=O)OCC)C1c1ccc(Br)o1 (configuration not stated)	-10	99	-2	-2	10	4	1544	-1	-0.11	0.9	3
CC(=O)Nc1cccc(/C(C)=N/NC(N)=S)c1	-23	94	2	-8	0	14	1573	2	-0.19	1.7	7
